# LYP phosphatase – LYP phosphatase inhibitors, primary screen, biochemical, DiFMUP fluorescence, recombinant catalytic domain, 10 µM (AID 606). Tyrosine-protein phosphatase non-receptor type 22 (Homo sapiens). recombinant LYP catalytic domain, DiFMUP fluorescence; higher % means a stronger effect. inhibition, % at 10 µM, or IC50 in µM where a hit was titrated. 52,000 tested, under 10 active;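 active means IC50 under 40 µM in the dose-response test; inactive means IC50 of 40 µM or more, or never dose-tested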
# TNAP inhibition – human TNAP enzyme inhibitors, biochemical, luminescent (AID 518); Alkaline phosphatase, tissue-nonspecific isozyme (Homo sapiens); purified TNAP enzyme, luminescent substrate readout; higher % means a stronger effect; inhibition, % at 20 µM; hits with a dose series show IC50 in µM; hit rate 0.09% among 64,000; in the data active means a potency from the dose series; inactive means the rest, 99 in 100 with inhibition below about 22%;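 further: plate controls were vehicle for no effect and reference inhibitor for full effect; many of its hits are not listed in these tables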
# HPDE-C7 cytotoxicity – cytotoxicity in HPDE-C7 cells, cell-based, fluorescence, HTS (AID 430). HPDE-C7 pancreatic duct cells viability, fluorescence; higher % means a stronger effect. one-dose cytotoxicity, % at 10 µM; EC50 in µM for titrated hits. hit rate 1.8% among 63,000;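 further: cells exposed to compound for 48 hours before viability readout; 0% = vehicle and 100% = reference cytotoxic drug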
# MK inhibit – S. pneumoniae MK inhibitors, primary screen, biochemical, PK/LDH-coupled NADH absorbance | inhibition, % at 10 µM | hit rate 0.48% among 65,000 | purified MK, PK/LDH-coupled NADH absorbance 340 nm | AID 555, 2006;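 active means ranked among the strongest by inhibition in the single 10 µM screen, a fixed top-ranked set picked for dose follow-up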; further: no value below 0 was filed
# KRASV12 cytotoxicity – cytotoxicity in KRAS-transformed pancreatic duct cells, primary screen, cell-based, fluorescence, HTS (AID 431); HPDE-C7K KRASV12 cells, Alamar Blue viability, 48 h; higher % means a stronger effect; hit rate 1.7% among 63,000; one-dose cytotoxicity, % at 10 µM; EC50 in µM for titrated hits;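 active means compounds whose percent cytotoxicity in the single-dose primary screen, scaled between solvent and toxic-drug controls, exceeds 50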;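 further: 0% = DMSO solvent wells and 100% = doxorubicin-treated wells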
# HT1080 viability – cytotoxicity in HT1080 fibrosarcoma cells, cell-based, fluorescence readout (AID 620); HT1080 viability, fluorescence; higher % means a stronger effect; cytotoxicity, % at 10 µM; hits with a dose series show EC50 in µM; hit rate 0.42% among 87,000;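 further: cells exposed to compound overnight then 4 h with Alamar Blue; 0% = vehicle DMSO and 100% = killing control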
# PMK inhibit – S. pneumoniae PMK inhibitors, primary screen, biochemical, mevalonate pathway, pilot trial included; phosphomevalonate kinase (Streptococcus pneumoniae D39); hit rate 0.49% among 65,000; AID 539, 2006; inhibition, % at 10 µM; purified PMK, PK/LDH-coupled NADH absorbance 340 nm;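 active means top-ranked compounds by inhibition in the single 10 µM screen, taking a fixed number of the strongest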;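 further: 0% = full reaction with DMSO carrier and 100% = background rate without enzyme reaction; no value below 0 was filed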
# Spn DPM-DC inh – S. pneumoniae DPM-DC inhibitors, primary screen, biochemical, PK/LDH-coupled NADH fluorescence; diphosphomevalonate decarboxylase (Streptococcus pneumoniae D39); purified DPM-DC; calls only at 10 µM; hit rate 0.49% among 65,000; AID 556, 2006;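 active means the 320 compounds with the highest percent inhibition in the single-dose primary screen, excluding strongly autofluorescent ones, cut at about 32% in these data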;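 further: kinetic rate of NADH fluorescence loss reporting ADP formed by the decarboxylase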
# Bfl-1 displacement – Bfl-1 inhibitors, primary screen, biochemical, fluorescence polarization, FITC-Bid, mouse (AID 432) | Bcl-2-related protein A1 (Mus musculus) | FITC-Bid BH3 peptide fluorescence polarization displacement; higher % means a stronger effect | displacement, % at 20 µM; hits with a dose series show IC50 in µM | hit rate 0.02% among 64,000; in the data active means a potency from the dose series; inactive means the rest, 99 in 100 with displacement below about 15%; further: strong numbers were not always called active
# PMK inhibit pilot replicates – further read-out of PMK inhibit, marked with its call; inhibition, %; measured here: pilot screen replicates
# MK inhibit pilot replicates – second read-out of MK inhibit, no call of its own (marks repeat the call); inhibition, %; measured here: pilot screen replicates
# Spn DPM-DC inh pilot screen % – second read-out of Spn DPM-DC inh, no call of its own (marks repeat the call); inhibition, %; measured here: pilot screen trials
# Starred values were filed as active, the others as inactive; i = inactive; x = not tested or not shown. Unless noted, no stated cut-off is given here; in the data, active means cytotoxicity above about 50%; inactive means the rest.
# Sample of the layout:
SMILES,LYP phosphatase,TNAP inhibition,HPDE-C7 cytotoxicity,MK inhibit,KRASV12 cytotoxicity,HT1080 viability,PMK inhibit,Spn DPM-DC inh,Bfl-1 displacement,others
Cc1csc2ncc(C(=O)N3CCc4ccccc43)c(=O)n12,-2%,14%,5%,6,3%,0%,0,i,-6%,PMK inhibit pilot replicates=2.5;MK inhibit pilot replicates=1.0;Spn DPM-DC inh pilot screen %=6.0
COc1cccc(OC)c1C(=O)Nc1cc(Cl)ccc1N1CCOCC1,5%,6%,0%,8,-16%,-3%,1,i,9%,
Cc1cc(C)n2nc(CC(=O)NC3CCCCCCC3)nc2n1,0%,4%,-24%,0,-14%,1%,14,i,-11%,
CCNC(=O)N1CCNC(=O)C1CC(=O)OC (stereo not given),-3%,-1%,-7%,12,-16%,-2%,0,i,3%,
Cc1ccc(C)c(OCc2nc(-c3cccnc3)no2)c1,10%,9%,-2%,2,-5%,10%,0,i,6%,
O=c1cc(N2CCOCC2)[nH]c(=O)n1-c1ccc(Cl)cc1,7%,12%,5%,4,-3%,-10%,0,i,0%,
Cc1noc(C)c1CSc1nnc(-c2cccnc2)n1C1CCCCC1C (stereo not given),6%,5%,-4%,6,-9%,-2%,10,i,-6%,
Cc1cc(NC(=O)C2CCN(S(=O)(=O)c3cnc[nH]3)CC2)ccc1Br,x,8%,-10%,8,-3%,-7%,16,i,-9%,
CCCCCCP(=O)(O)c1ccccc1,0%,3%,-3%,0,7%,2%,0,i,1%,
O=C(NCc1ccc2c(c1)OCO2)c1nn(-c2ccccc2)c(=O)c2ccccc12,5%,0%,-5%,0,-4%,-5%,0,i,-6%,
O=C(CSc1nc(-c2ccc(F)cc2)cs1)N1CCOCC1,x,21%,2%,2,6%,4%,0,i,4%,PMK inhibit pilot replicates=4.5;MK inhibit pilot replicates=1.0;Spn DPM-DC inh pilot screen %=3.0

# The whole of this part (from the top)
SMILES,LYP phosphatase,TNAP inhibition,HPDE-C7 cytotoxicity,MK inhibit,KRASV12 cytotoxicity,HT1080 viability,PMK inhibit,Spn DPM-DC inh,Bfl-1 displacement,others
Cc1csc2ncc(C(=O)N3CCc4ccccc43)c(=O)n12,-2%,14%,5%,6,3%,0%,0,i,-6%,PMK inhibit pilot replicates=2.5;MK inhibit pilot replicates=1.0;Spn DPM-DC inh pilot screen %=6.0
COc1cccc(OC)c1C(=O)Nc1cc(Cl)ccc1N1CCOCC1,5%,6%,0%,8,-16%,-3%,1,i,9%,
Cc1cc(C)n2nc(CC(=O)NC3CCCCCCC3)nc2n1,0%,4%,-24%,0,-14%,1%,14,i,-11%,
CCNC(=O)N1CCNC(=O)C1CC(=O)OC (stereo not given),-3%,-1%,-7%,12,-16%,-2%,0,i,3%,
Cc1ccc(C)c(OCc2nc(-c3cccnc3)no2)c1,10%,9%,-2%,2,-5%,10%,0,i,6%,
O=c1cc(N2CCOCC2)[nH]c(=O)n1-c1ccc(Cl)cc1,7%,12%,5%,4,-3%,-10%,0,i,0%,
Cc1noc(C)c1CSc1nnc(-c2cccnc2)n1C1CCCCC1C (stereo not given),6%,5%,-4%,6,-9%,-2%,10,i,-6%,
Cc1cc(NC(=O)C2CCN(S(=O)(=O)c3cnc[nH]3)CC2)ccc1Br,x,8%,-10%,8,-3%,-7%,16,i,-9%,
CCCCCCP(=O)(O)c1ccccc1,0%,3%,-3%,0,7%,2%,0,i,1%,
O=C(NCc1ccc2c(c1)OCO2)c1nn(-c2ccccc2)c(=O)c2ccccc12,5%,0%,-5%,0,-4%,-5%,0,i,-6%,
O=C(CSc1nc(-c2ccc(F)cc2)cs1)N1CCOCC1,x,21%,2%,2,6%,4%,0,i,4%,PMK inhibit pilot replicates=4.5;MK inhibit pilot replicates=1.0;Spn DPM-DC inh pilot screen %=3.0
OCCN(Cc1ccccc1)Cc1ccccc1Cl,1%,6%,0%,37,13%,2%,0,i,-3%,
COc1ccc(NC(=O)C2CCN(C(=O)c3ccccc3)CC2)cc1OC,12%,11%,-14%,6,4%,3%,0,i,0%,
COc1cc2c(cc1OC)CN(S(=O)(=O)c1ccc3c(c1)OCCO3)CC2,x,15%,11%,10,46%,-7%,1,i,4%,
COc1cccc(-c2csc(N3CCN(CC(=O)Nc4ccc5c(c4)OCO5)CC3)n2)c1,x,2%,-7%,11,-13%,13%,15,i,-9%,PMK inhibit pilot replicates=1.0;MK inhibit pilot replicates=0.0;Spn DPM-DC inh pilot screen %=0.0
Cc1ccc(N(CC(O)CN2CCCC2)S(=O)(=O)c2ccc(C)cc2)cc1 (stereo not given),x,16%,-6%,12,9%,-2%,1,i,-12%,PMK inhibit pilot replicates=1.5;MK inhibit pilot replicates=1.0;Spn DPM-DC inh pilot screen %=1.5
Cc1cc(C)nc(N(C#N)CC(=O)Nc2ccccc2)n1,0%,-1%,-15%,6,-8%,29%,14,i,7%,
COc1ccccc1-c1nnc(NC(=O)OCC(C)C)s1,x,13%,-3%,8,9%,13%,12,i,-1%,
C=CCn1c(SCC(=O)c2cccs2)nc2sc(C)cc2c1=O,7%,13%,-5%,0,-9%,-4%,2,i,-14%,
CCNC(=O)CC1C(=O)N(c2ccc(F)cc2)C(=O)N1CCc1ccc(OC)cc1 (stereo not given),-5%,12%,-5%,4,-6%,13%,17,i,-3%,
Cc1cc(NC(=O)CCC(=O)N(CC(=O)NC2CCCC2)c2ccc3c(c2)OCCO3)no1,0%,9%,-10%,2,-11%,-13%,0,i,-7%,
O=C(Nc1cccc(-c2cn3cccnc3n2)c1)c1ccc(Br)o1,10%,6%,12%,2,10%,7%,13,x,-6%,
O=C(OCCN1CCCCC1)c1ccc(O)cc1,8%,4%,-3%,0,-9%,-1%,0,i,-4%,
CCOC(=O)C1C(=O)NC(N2CCOCC2)=NC1C(C)C (stereo not given),0%,11%,31%,9,19%,11%,13,i,0%,
CN1CCN(C(CNS(=O)(=O)c2ccc(Cl)cc2)c2cccnc2)CC1 (stereo not given),14%,2%,2%,9,8%,0%,0,i,2%,
CCOc1cc(-c2noc(CCC(=O)Nc3cccnc3)n2)ccc1OC,-11%,-2%,-4%,5,0%,-7%,6,i,-4%,
COC(=O)c1ccccc1NC(=O)CSc1nnnn1C1CCCCC1,8%,16%,-15%,4,1%,5%,9,i,-2%,PMK inhibit pilot replicates=0.5;MK inhibit pilot replicates=0.0;Spn DPM-DC inh pilot screen %=0.0
CCc1ccc(-c2nn[nH]n2)cc1,x,8%,2%,3,5%,-18%,15,i,6%,
CCOC(=O)CNC(=O)CSc1nc2cccnc2n1C,-16%,-3%,-8%,0,-7%,2%,16,i,0%,
O=C(CNC(=O)c1ccc(Cl)cc1)NCCCn1ccnc1,0%,1%,-7%,0,-5%,-3%,14,i,-4%,
COc1ccc(CCN(C(=O)c2ccc(F)cc2)C2=CC3CCC(C2)N3C)cc1OC (stereo not given),3%,-1%,-3%,3,-11%,30%,8,i,1%,
COc1ccc(COC(=O)c2ccc(N3CCCC3=O)cc2)cc1F,x,11%,9%,5,1%,6%,11,i,-1%,
COc1ccc(OCC(O)CNc2ccc(Br)cc2)cc1 (stereo not given),10%,9%,24%,3,30%,-5%,14,i,-6%,
O=C(N1CCN(c2ccccc2)CC1)C(F)(F)C(F)F,9%,6%,-23%,9,-12%,x,0,i,-5%,
Cc1ccc(C(=O)N2CCOCC2)cc1Cl,25%,13%,-20%,15,-35%,2%,6,i,-5%,
CCOC(=O)N1CCN(C(=O)CSCC(=O)N=c2sc3cc(OC)ccc3n2C)CC1,1%,7%,3%,2,4%,x,2,i,5%,
COc1cc(C)nc(Nc2nc(C)c(C(C)=O)s2)n1,0%,-4%,9%,1,12%,-4%,4,i,-3%,
CCN1CCN(c2ncnc3c2cnn3-c2ccc(C)cc2C)CC1,8%,14%,-8%,0,12%,-4%,2,i,0%,PMK inhibit pilot replicates=4.0;MK inhibit pilot replicates=0.5;Spn DPM-DC inh pilot screen %=1.5
Cc1nnc(Nc2ccc3c(c2)ncn3C)c2ccccc12,x,8%,-14%,17,30%,9%,10,i,1%,
Cc1cc(F)ccc1S(=O)(=O)Nc1ccccc1C(=O)Nc1ncn[nH]1,0%,3%,2%,9,10%,16%,0,x,2%,
Cc1ccccc1CN1C2=NCCN2c2ccccc21,0%,5%,-3%,5,-8%,-11%,9,i,0%,
CCc1ccc(NS(=O)(=O)c2ccc3[nH]cc(C(=O)N4CCCCC4)c(=O)c3c2)cc1,12%,12%,9%,8,15%,-18%,9,i,-3%,PMK inhibit pilot replicates=0.0;MK inhibit pilot replicates=1.0;Spn DPM-DC inh pilot screen %=3.0
CC(C)Cn1c(SCC(=O)NC2CCCc3ccccc32)nc(O)cc1=O (stereo not given),6%,5%,-15%,15,-9%,6%,1,i,-7%,
CCOc1cccc2cc(-c3csc(NC(=O)CCC(=O)N4CCN(C)CC4)n3)c(=O)oc12,-5%,8%,-1%,0,2%,-4%,2,i,2%,
CCc1nnc(NC(=O)C2CC(=O)N(Cc3ccco3)C2)s1 (stereo not given),x,16%,-8%,9,-11%,1%,0,i,0%,PMK inhibit pilot replicates=4.5;MK inhibit pilot replicates=1.5;Spn DPM-DC inh pilot screen %=1.5
O=C1CC(N2CCC(O)(c3ccc(Cl)cc3)CC2)C(=O)N1 (stereo not given),5%,-8%,-11%,6,-19%,0%,3,i,11%,
CCOc1ccccc1C1C2C(=O)N(c3ccccc3)C(=O)C2ON1c1ccccc1 (stereo not given),-1%,12%,-3%,1,2%,44%,6,i,-8%,
COc1ccc(C2=NOC(Cn3c(Cc4ccc(Cl)cc4)nc4c3c(=O)n(C)c(=O)n4C)C2)cc1 (stereo not given),x,0%,8%,7,2%,6%,9,i,-2%,
Cc1nc2sc(C(c3cccc(F)c3)N3CCN(C(=O)c4ccco4)CC3)c(O)n2n1 (stereo not given),2%,22%,-36%,4,-18%,15%,19,i,-1%,PMK inhibit pilot replicates=2.0;MK inhibit pilot replicates=0.0;Spn DPM-DC inh pilot screen %=1.0
CC(=O)c1cc(C)ccc1OC(=O)c1cccc2nc(C)oc12,x,13%,-5%,9,4%,-3%,13,i,-2%,

# Ordered by count of non-hydrogen atoms (falling): part of the list above.
SMILES,LYP phosphatase,TNAP inhibition,HPDE-C7 cytotoxicity,MK inhibit,KRASV12 cytotoxicity,HT1080 viability,PMK inhibit,Spn DPM-DC inh,Bfl-1 displacement,others
CCOc1cccc2cc(-c3csc(NC(=O)CCC(=O)N4CCN(C)CC4)n3)c(=O)oc12,-5%,8%,-1%,0,2%,-4%,2,i,2%,
Cc1noc(C)c1CSc1nnc(-c2cccnc2)n1C1CCCCC1C (stereo not given),6%,5%,-4%,6,-9%,-2%,10,i,-6%,
Cc1cc(C)nc(N(C#N)CC(=O)Nc2ccccc2)n1,0%,-1%,-15%,6,-8%,29%,14,i,7%,

# Assay outcomes (PubChem)
